NSD2 HMT inh – blocks human histone methyltransferase NSD2 | O96028 | NSD2 peptide methylation, AlphaScreen, 120 min | inhibition, % at 12.5 µM | 0.54% of 310,000 active; in the data active means inhibition above about 50%
PKA-R1A act – activators of PKA-R1A complex; P00514+P68181; 0.083% of 340,000 active; activation, % at 11.4 µM; PKA-R1A dissociation, Cy5-IP20 fluorescence polarization; scaled: DMSO 0%, 113 µM cGMP 100%;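 active means percent activation above the mean of all tested compounds plus 3 SD, cut at about 19% in these data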;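 further: higher means more PKAc released from R1A so a rise in polarization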
dFosB act – activators of mouse delta FosB homodimer; P13346; purified delta FosB, TAMRA-CDK5 oligo fluorescence polarization; percent of positive-control signal above neutral wells; activation, % at 25 µM; 0.99% of 340,000 active;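 active means mean activation above about 17%, with every replicate also reaching it, limit read from the data, passing the limit was not always enough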;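 further: fluorescence polarization rise as delta FosB binds a TAMRA Cdk5 AP-1 oligo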
Target sequence (P13346 whole entry, looked up): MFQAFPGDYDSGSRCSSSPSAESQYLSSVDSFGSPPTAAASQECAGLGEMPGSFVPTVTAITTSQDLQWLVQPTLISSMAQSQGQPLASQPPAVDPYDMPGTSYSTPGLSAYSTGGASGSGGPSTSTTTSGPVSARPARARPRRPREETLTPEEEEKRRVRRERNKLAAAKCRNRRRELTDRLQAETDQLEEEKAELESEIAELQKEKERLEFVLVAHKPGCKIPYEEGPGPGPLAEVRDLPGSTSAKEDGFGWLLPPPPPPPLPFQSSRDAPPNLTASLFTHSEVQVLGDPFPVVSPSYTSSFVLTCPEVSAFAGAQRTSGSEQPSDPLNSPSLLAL
DSG3 Ab inh – human desmoglein-3 autoantibody binding inhibition; P32926; DSG3-coupled beads, scFv-anti-DSG3-GFP binding, flow cytometry; hits give low values; binding (percent of control), % at 10 µM; 0.48% of 310,000 active;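 active means binding more than 3 SD below its plate's average and above zero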;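 further: hits lower antibody fragment binding to DSG3; some compounds called inactive have numbers as strong as hits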
Arrestin-AP2 inh – inhibitors of human beta-arrestin and AP2 interaction. FITC-arrestin peptide / GST-AP2 beads, flow cytometry; AP2 beta2 appendage carries R879A mutation. inhibition, % at 10 µM. 0.31% of 340,000 active;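 active means inhibition above a set limit, near 3 SD of compounds lacking own fluorescence, cut at about 54% in these data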;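 further: plate controls were DMSO wells for no effect and 5 µM unlabelled arrestin peptide for full effect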
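Test system: GST-tagged AP2 beta2-adaptin appendage (R879A) on 4 µm glutathione beads; also added: fluorescein-tagged arrestin peptide at 50 nM final; timing: 12 min plus 1 h, RT; signal: flow cytometry, FL1 (488/535 nm); read-out: percent drop in bead-associated FITC signal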
MITF act – activators of MITF-driven TRPM1 promoter activity in SK-MEL-5 cells. SK-MEL-5 TRPM1-promoter luciferase, 24 h; % of positive control, neutral wells = 0. activation, % at 12.5 µM. AID 588334. 0.75% of 300,000 active;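 active means mean activation of at least 80% with every replicate also reaching 80%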;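 further: 0% = neutral control wells and 100% = parthenolide positive control wells; values of inactives mirror those of a sister screen read the other way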
Mot1-301 SUMO – inhibitors of SUMOylation pathway: yeast Mot1-301 growth rescue; S. cerevisiae Mot1-301 growth rescue, ATP luminescence, 38.5C; percent above DMSO median, 100 means doubled; growth rescue, % at 18.8 µM; 1% of 320,000 active; AID 2716;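 active means every valid replicate shows activation above 250% relative to neutral control wells; inactive means the rest, any valid replicate at or below 250%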;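 further: OY570 slx delta 5 strain wells were the positive control but not used for scaling; some compounds called inactive have numbers as strong as hits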
PKA-R2B activ – activators of human PKA-R2B complex; AID 504700; activation, % at 11.4 µM; 0.079% of 340,000 active; P22694+P31323; PKA-R2B holoenzyme dissociation, Cy5-IP20 fluorescence polarization; R2B truncated from residue 108, S112A mutant; 0% DMSO only, 100% 113 µM cGMP;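 active means activation above a cutoff set at the mean over all compounds plus 3 SD, cut at about 18% in these data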;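 further: higher means more holoenzyme dissociation and a rise in polarization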
SR-BI DiI-HDL act – enhances SR-BI lipid uptake from DiI-HDL. CHO ldlA[mSR-BI] cells, DiI-HDL uptake fluorescence, 3 h; 100 = double the neutral-control signal. 0.096% of 320,000 active. AID 504775. activation, % at 12.5 µM;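 active means mean replicate activation of at least 60% and every replicate at or above 60%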;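 further: 0% = median plate neutral-control signal and 100% = twice that signal; values of inactives mirror those of a sister screen read the other way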
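Test system: SR-BI-overexpressing, LDLR-lacking CHO cells; Medium: Ham's F12 with 0.5% BSA, HEPES 25 mM, pH 7.4; Schedule: 3 h, 37 °C; Technique: bottom-read fluorescence, 550/595 nm.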
SR-BI DiI inh – mouse SR-BI HDL lipid transfer inhibition; Q61009; 0.96% of 320,000 active; ldlA[mSR-BI] CHO cells, DiI-HDL uptake fluorescence, 3 h; inhibition, % at 12.5 µM;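 active means mean replicate inhibition of at least 70% and a set share of replicates each scoring 70 or more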;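 further: 0% = median of neutral control wells and 100% = median of positive control wells; values of inactives mirror those of a sister screen read the other way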
CDK5 inh – CDK5/p35 (human) kinase inhibition | Q00535+Q15078 | Recombinant CDK5/p35, ADP-Glo luminescence, 60 min | inhibition, % at 10 µM | 0.01% of 330,000 active | AID 488839;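 active means highest replicate inhibition of at least 50% and at least 75% of replicates reaching 50%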;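 further: plate controls were DMSO neutral control for no effect and GW8510 at 10 µM for full effect; many of its hits are not listed in these tables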
Target sequence (Q00535 whole entry, looked up): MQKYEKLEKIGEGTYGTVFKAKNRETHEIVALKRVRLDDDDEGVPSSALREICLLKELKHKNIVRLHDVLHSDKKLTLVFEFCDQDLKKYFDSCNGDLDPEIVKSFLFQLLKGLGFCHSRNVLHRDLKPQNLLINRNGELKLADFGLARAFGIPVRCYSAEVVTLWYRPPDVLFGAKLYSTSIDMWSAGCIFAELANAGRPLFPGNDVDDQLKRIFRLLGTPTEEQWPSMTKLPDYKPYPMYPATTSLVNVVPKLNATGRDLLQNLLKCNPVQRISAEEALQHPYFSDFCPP
Target sequence (Q15078 whole entry, looked up): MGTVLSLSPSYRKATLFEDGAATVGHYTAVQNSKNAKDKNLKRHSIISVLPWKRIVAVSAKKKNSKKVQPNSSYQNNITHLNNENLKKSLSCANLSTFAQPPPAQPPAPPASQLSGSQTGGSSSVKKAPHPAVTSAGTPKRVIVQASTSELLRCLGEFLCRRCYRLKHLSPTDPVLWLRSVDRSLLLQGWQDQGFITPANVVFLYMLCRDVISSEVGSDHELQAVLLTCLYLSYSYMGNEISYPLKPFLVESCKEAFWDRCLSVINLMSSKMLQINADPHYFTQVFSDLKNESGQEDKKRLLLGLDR
An asterisk follows results filed as active; x = no result given.

Start of the listing, in advance:
1. CC(C)CN1CCNC(=O)C1CC(=O)NCCc1ccc(C(F)(F)F)cc1 (centres undefined)
2. Cc1c(NC(NC(=O)CC(C)C)C(Cl)(Cl)Cl)c(=O)n(-c2ccccc2)n1C (centres undefined)
3. COCCNC(=O)c1c(N)n(CCC2=CCCCC2)c2nc3ccccc3nc12
4. CC(=O)c1ccc(OCCCC(=O)N2CCN(S(=O)(=O)c3cccs3)CC2)cc1
5. COc1ccc(C(=O)NCCSCc2ccco2)cc1OC
6. CC(=O)c1cc(F)c(N2CCN(c3ccc([N+](=O)[O-])cc3F)CC2)cc1C
7. O=C(CCS(=O)(=O)c1ccccc1)Nc1ccc(S(=O)(=O)Nc2nccs2)cc1
assay / compound	1	2	3	4	5	6	7
NSD2 HMT inh	1.9	-2.4	-19.0	6.3	-0.1	-1.7	-1.1
PKA-R1A act	-4.1	-1.5	-6.1	-10.0	0.7	-3.1	-4.8
dFosB act	-11.6	-4.9	-2.3	-10.2	-3.7	-11.0	-3.5
DSG3 Ab inh	99.5	102.4	98.4	x	104.7	102.7	x
Arrestin-AP2 inh	4.1	-21.2	6.7	31.9	17.8	5.5	0.6
MITF act	4.3	-9.2	-7.4	7.2	2.1	-5.4	5.0
Mot1-301 SUMO	232.1	-12.7	6.0	-3.0	11.2	2.8	-6.9
PKA-R2B activ	-0.5	-4.0	5.0	-4.9	-1.2	8.5	-2.5
SR-BI DiI-HDL act	-12.7	2.7	2.7	-47.8	-7.2	-4.6	-1.0
SR-BI DiI inh	12.7	-2.7	-2.7	47.8	7.2	4.6	1.0
CDK5 inh	-0.3	3.5	-1.6	0.1	7.3	3.7	3.0

8. CCOC(=O)c1oc2cc(C)cc(C)c2c1C
9. O=C(Nc1cnn(Cc2ccc(Cl)cc2)c1)c1cccs1
10. Cc1cccc(NC(=S)NCc2cccs2)c1C
assay / compound	8	9	10
NSD2 HMT inh	-4.2	-3.2	-2.3
PKA-R1A act	-9.7	15.6	-4.4
dFosB act	-1.5	-9.6	0.8
DSG3 Ab inh	114.8	97.8	84.8
Arrestin-AP2 inh	2.7	4.5	5.8
MITF act	5.1	8.5	-1.3
Mot1-301 SUMO	11.3	-18.2	160.3
PKA-R2B activ	0.8	3.4	6.4
SR-BI DiI-HDL act	12.1	x	-8.5
SR-BI DiI inh	-12.1	x	8.5
CDK5 inh	0.8	1.4	1.3

The listing, from the start:
1. CC(C)CN1CCNC(=O)C1CC(=O)NCCc1ccc(C(F)(F)F)cc1 (centres undefined)
2. Cc1c(NC(NC(=O)CC(C)C)C(Cl)(Cl)Cl)c(=O)n(-c2ccccc2)n1C (centres undefined)
3. COCCNC(=O)c1c(N)n(CCC2=CCCCC2)c2nc3ccccc3nc12
4. CC(=O)c1ccc(OCCCC(=O)N2CCN(S(=O)(=O)c3cccs3)CC2)cc1
5. COc1ccc(C(=O)NCCSCc2ccco2)cc1OC
assay / compound	1	2	3	4	5
NSD2 HMT inh	1.9	-2.4	-19.0	6.3	-0.1
PKA-R1A act	-4.1	-1.5	-6.1	-10.0	0.7
dFosB act	-11.6	-4.9	-2.3	-10.2	-3.7
DSG3 Ab inh	99.5	102.4	98.4	x	104.7
Arrestin-AP2 inh	4.1	-21.2	6.7	31.9	17.8
MITF act	4.3	-9.2	-7.4	7.2	2.1
Mot1-301 SUMO	232.1	-12.7	6.0	-3.0	11.2
PKA-R2B activ	-0.5	-4.0	5.0	-4.9	-1.2
SR-BI DiI-HDL act	-12.7	2.7	2.7	-47.8	-7.2
SR-BI DiI inh	12.7	-2.7	-2.7	47.8	7.2
CDK5 inh	-0.3	3.5	-1.6	0.1	7.3

6. CC(=O)c1cc(F)c(N2CCN(c3ccc([N+](=O)[O-])cc3F)CC2)cc1C
7. O=C(CCS(=O)(=O)c1ccccc1)Nc1ccc(S(=O)(=O)Nc2nccs2)cc1
8. CCOC(=O)c1oc2cc(C)cc(C)c2c1C
9. O=C(Nc1cnn(Cc2ccc(Cl)cc2)c1)c1cccs1
10. Cc1cccc(NC(=S)NCc2cccs2)c1C
assay / compound	6	7	8	9	10
NSD2 HMT inh	-1.7	-1.1	-4.2	-3.2	-2.3
PKA-R1A act	-3.1	-4.8	-9.7	15.6	-4.4
dFosB act	-11.0	-3.5	-1.5	-9.6	0.8
DSG3 Ab inh	102.7	x	114.8	97.8	84.8
Arrestin-AP2 inh	5.5	0.6	2.7	4.5	5.8
MITF act	-5.4	5.0	5.1	8.5	-1.3
Mot1-301 SUMO	2.8	-6.9	11.3	-18.2	160.3
PKA-R2B activ	8.5	-2.5	0.8	3.4	6.4
SR-BI DiI-HDL act	-4.6	-1.0	12.1	x	-8.5
SR-BI DiI inh	4.6	1.0	-12.1	x	8.5
CDK5 inh	3.7	3.0	0.8	1.4	1.3

11. O=C1CC(C(=O)N2CCN(c3ccc(F)cc3)CC2)CN1CCc1ccccc1 (centres undefined)
12. Cc1ccccc1-n1ncc2c(SCC(=O)NC3CCCC3)ncnc21
13. C(=N\Nc1nc2ccccc2s1)/c1ccco1
14. O=C(NC(C(=O)c1ccccc1)n1c(=O)cc[nH]c1=S)c1ccccc1 (centres undefined)
15. C[C@H](CO)N1C[C@H](C)[C@@H](CN(C)Cc2ccccc2)Oc2c(NC(=O)Cc3ccccc3)cccc2C1=O
assay / compound	11	12	13	14	15
NSD2 HMT inh	x	0.6	1.0	-0.7	x
PKA-R1A act	7.8	-5.1	-15.8	1.4	-10.2
dFosB act	-7.6	-8.2	-11.1	2.3	-8.1
DSG3 Ab inh	105.6	x	91.7	102.1	102.8
Arrestin-AP2 inh	2.2	1.8	-6.5	-3.7	-7.6
MITF act	x	-21.5	-3.2	39.2	-12.9
Mot1-301 SUMO	220.9	199.0	106.7	-25.0	0.8
PKA-R2B activ	-8.3	4.3	-14.0	3.4	-8.9
SR-BI DiI-HDL act	-21.0	x	-0.8	21.8	-35.2
SR-BI DiI inh	21.0	x	0.8	-21.8	35.2
CDK5 inh	-2.1	-0.1	11.3	0.9	1.0

2 compounds picked at random from those above:
5. COc1ccc(C(=O)NCCSCc2ccco2)cc1OC
3. COCCNC(=O)c1c(N)n(CCC2=CCCCC2)c2nc3ccccc3nc12
assay / compound	5	3
NSD2 HMT inh	-0.1	-19.0
PKA-R1A act	0.7	-6.1
dFosB act	-3.7	-2.3
DSG3 Ab inh	104.7	98.4
Arrestin-AP2 inh	17.8	6.7
MITF act	2.1	-7.4
Mot1-301 SUMO	11.2	6.0
PKA-R2B activ	-1.2	5.0
SR-BI DiI-HDL act	-7.2	2.7
SR-BI DiI inh	7.2	-2.7
CDK5 inh	7.3	-1.6

Additional records follow.
16. CCCCc1ncc(CN2CCC(CC3CCCCO3)(C(=O)OCC)CC2)[nH]1 (centres undefined)
17. O=C(N/N=C/c1ccc(OC(=O)c2cccc(F)c2)cc1)c1cccnc1
18. CS(=O)(=O)N(CC(=O)N1CCOCC1)Cc1ccccc1
19. CN(C(=O)CC1C(=O)NCCN1Cc1cccc(C(F)(F)F)c1)C1CCOCC1 (centres undefined)
20. Cc1c(CC(=O)O)c(=O)oc2cc3occ(-c4ccc(F)cc4)c3cc12
assay / compound	16	17	18	19	20
NSD2 HMT inh	0.4	-3.3	0.5	7.5	2.8
PKA-R1A act	-6.6	-8.3	-2.5	-1.6	0.6
dFosB act	-4.3	93.7*	0.7	3.0	-20.5
DSG3 Ab inh	106.1	110.8	x	112.3	105.7
Arrestin-AP2 inh	-2.9	3.2	-2.3	-9.3	14.2
MITF act	-4.1	-10.3	-5.0	-0.3	2.5
Mot1-301 SUMO	4.3	7.2	5.5	-12.0	22.8
PKA-R2B activ	-2.7	4.3	4.8	-6.4	-3.2
SR-BI DiI-HDL act	0.3	x	6.1	x	25.5
SR-BI DiI inh	-0.3	x	-6.1	-31.1	-25.5
CDK5 inh	0.4	-0.9	3.0	-6.1	3.2

21. CN(C)C(=O)c1nc(C#N)c(N(C)C)o1
22. O=C(CCC1CCN(Cc2ccc(Cl)cc2)CC1)NC1CC1
23. COc1ccc(N2CCN(C(=O)c3cc4c(=O)n(Cc5ccccc5)ccc4nc3C)CC2)cc1
24. CCc1ccc2[nH]c(C(=O)N(C)c3ccc(F)cc3F)cc2c1
assay / compound	21	22	23	24
NSD2 HMT inh	-1.5	-1.2	25.9	23.5
PKA-R1A act	1.1	-1.1	4.5	-5.5
dFosB act	2.0	-8.6	-10.7	-3.9
DSG3 Ab inh	95.2	97.8	x	92.5
Arrestin-AP2 inh	31.3	28.4	23.1	-1.0
MITF act	1.3	-2.2	-2.0	5.3
Mot1-301 SUMO	2.6	5.1	18.6	-1.6
PKA-R2B activ	4.0	5.2	-14.8	-5.0
SR-BI DiI-HDL act	1.8	10.9	-8.6	16.3
SR-BI DiI inh	-1.8	-10.9	8.6	-16.2
CDK5 inh	5.6	0.5	1.1	1.7
